Screens (PubChem BioAssay)
GSIS activator = primary screen for activators of insulin secretion dependent on glucose, INS-1E cells, GLuc reporter luminescence; 370,000 tested, 0.61% active; INS-1E GLuc reporter insulin secretion, 2-3 h; activation, % at 16.6 µM;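 active means lowest replicate activation of at least 40%, so every replicate reaches that level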;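 further: 0% = median of neutral control wells and 100% = median of IBMX positive control wells; some compounds called inactive have numbers as strong as hits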
F508del corr = correctors of CFTR F508del function in bronchial epithelial cells | AID 720511 | activity (quench increase), % at 7.58 µM | 350,000 tested, 0.36% active | CFBE cells, YFP halide quenching; stimulated with forskolin plus potentiator P3; % fluorescence drop versus neutral controls;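 active means mean added fluorescence quench of at least 8% versus neutral control, with both replicates also reaching 8%; inconclusive means only one of the mean or replicate conditions met; inactive means mean below 8% and not both replicates reaching 8%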;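 further: cells transiently co-express mutant CFTR-F508del with the halide-sensitive YFP; corrector assay measuring rescue of mutant channel to the surface after 24 h compound exposure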
PAX8 reporter = PAX8 transcriptional activity inhibition; inhibition, % at 12.6 µM; RMG-I TPO-luciferase reporter, SteadyGlo, 24 h; 360,000 tested, 1.2% active;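 active means mean replicate inhibition at least 60% with every replicate also reaching 60%; inconclusive means only one of the two criteria is met; inactive means mean below 60% and not all replicates reaching 60%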;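 further: luciferase light reporting Pax8 driven TPO promoter activity; plate controls were median of neutral control wells for no effect and mitoxantrone controls for full effect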
miR-122 sensor = blocks miR-122 activity in Huh7 sensor cells | activation (reporter increase), % at 12.5 µM | Huh7 miR-122 Renilla luciferase sensor, 48 h; neutral wells = 0, positive control = 100 | 340,000 tested, 0.3% active;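 active means mean replicate activation score at least 90 and every replicate individually at or above 90; inconclusive means only one of the two criteria met; inactive means neither criterion met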;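 further: higher luciferase means less miR-122 activity so hits act as miR-122 inhibitors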
EWS-Fli inh = inhibitors of EWS/Fli oncoprotein transcriptional activity; AID 651661; A673 NR0B1-luciferase reporter, viability-normalised; 350,000 tested, 0.67% active; inhibition, % at 12.6 µM;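 active means mean inhibition of at least 50% after viability correction, with every replicate also passing that limit; inconclusive means mean reaches 50% but only one of two replicates passes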;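 further: firefly luciferase signal divided by Alamar Blue viability fluorescence both relative to DMSO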
FN deposit inh = fibronectin deposition inhibition; inhibition, % at 12.6 µM; 350,000 tested, 0.086% active; AH1F fibroblasts, Alexa488-fibronectin deposition fluorescence, overnight; AID 743247;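 active means mean inhibition across replicates of 30% or more, regardless of how many single replicates reach that level; inconclusive means mean under 30% yet at least half of replicates reach 30%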;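 further: positive control wells lacked labelled fibronectin entirely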
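Assay system: AH1F fibroblast monolayer, labelled fibronectin deposition. Amount: 10000 cells per well. Also added: labelled fibronectin 24 nM. Compound: single-point pinned compound. Incubation: cell attachment 1 h, compound and FN exposure overnight. Detection: fluorescence after three HBSS washes, excitation 485 nm, emission 525 nm. Read-out: inhibition of fibronectin deposition signal.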
DENV2 CPE = protects cells from dengue virus 2 cytopathic effect. DENV2-infected cells, cytopathic effect rescue, plate reader. CPE inhibition, % at 9.99 µM. 350,000 tested, 1.7% active. AID 651640; in the data active means CPE inhibition above about 20%, passing the limit was not always enough; inconclusive means no clear call, values can overlap the other calls; tested in BHK-21 cells;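 further: 0% = median of neutral control wells and 100% = median of positive control wells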
Numbers without * were called inactive; ? = inconclusive; . = not tested or not shown; & = joins results of further samples; [ ] = another dose, or the depositor's remark. The order is random; 3.9% or so of the library scored in one or more.

SMILES	GSIS activator	F508del corr	PAX8 reporter	miR-122 sensor	EWS-Fli inh	FN deposit inh	DENV2 CPE
CCCN1C[C@H](C)[C@H](OC)CN(C)C(=O)c2ccc(NC(=O)Nc3ccccc3F)cc2OC[C@@H]1C	-4.8	2.3	-21.2	.	-5.3	.	-3.6
CCSc1nc2c(c(=O)[nH]1)C(C(C)C)C(C#N)=C(N)O2 (stereo not drawn)	32.6	1.2	-12.7	6.4	3.1	-27.8	-2.2
Cc1ccc(S(=O)(=O)Nc2ccc3c(c2)C(=O)N([C@H](C)CO)C[C@H](C)[C@@H](CN(C)S(=O)(=O)c2ccc(Cl)cc2)OCCCC[C@@H](C)O3)cc1	3.4	2.5	21.9	-9.0[16.7 µM]	6.4	-4.3	0.5
NNC(=O)c1sc2cc(C(F)(F)F)cnc2c1-c1ccccn1	11.0	4.1	-2.3	18.9	-1.0	-3.8	6.5
COc1ccccc1OC(C)C(=O)N1CCC(Cc2ccccc2)CC1 (stereo not drawn)	2.8	2.2	13.4	-1.3	8.3	-5.7	10.1
CCn1c(O)c(N=NC(=O)C(O)c2ccccc2)c2ccccc21 (stereo not drawn)	5.5	4.2	7.2	.	0.0	6.7	7.2
CC(C)CCNC(=O)c1onc(CSc2ccncc2)c1C(=O)NCCC(C)C	-20.7	0.1	3.4	-2.2	16.5	4.2	-6.6
Cc1ccc(NC(=O)COC(=O)Cc2ccsc2)c(C)c1	16.1	2.0	-19.6	.	6.3	1.5	2.1
COc1ccccc1C(=O)Nc1nnc(-c2ccc3c(c2)CCCC3)o1	-25.4	3.2	-28.9	3.1	-36.7	-4.3	3.4
NC(=O)CC(NC(=O)Cc1ccc(Cl)cc1)c1ccc(NCCN2CCOCC2)c([N+](=O)[O-])c1 (stereo not drawn)	.	-2.1	-3.9	.	-17.8	-0.1	-12.1
Cc1cc2c3c(c1C)C1(C(=O)N3C(C)(C)CC2C)C(C#N)=C(N)Oc2cc(O)ccc21 (stereo not drawn)	-25.4	.	.	-0.5	.	1.6	.
O=C(NC1CCC(=O)N(CCSc2ccccc2)CC1)OCc1ccccc1 (stereo not drawn)	-44.3	-3.3	2.3	.	-6.3	-8.5	-5.0
CN(C)/C=C/C(=O)c1cnc(-c2ccc(Cl)cc2)s1	-3.2	1.0	-187.9	-2.4	-103.7	6.2	0.4
C[C@@H]1CN([C@@H](C)CO)C(=O)c2cccc(NS(=O)(=O)c3cccs3)c2O[C@H]1CN(C)Cc1ccc(-c2ccccc2)cc1	-19.5	-4.5	-16.7	8.6[16.7 µM]	-1.6	.	-1.2
O=c1c2ccccc2c(C=NCCO)c(O)n1-c1ccccc1	17.0	.	8.1	0.3	.	1.1	.
CCn1nnnc1SCC(=O)N1CCN(c2ccccc2)CC1	-1.2	0.3	8.1	4.3	-5.4	4.6	0.0
COc1ccc(CC(=O)NC2CC(C)(C)NC(C)(C)C2)cc1OC	-0.6	-1.6	-4.2	2.7	-4.5	-2.1	-3.0
Cc1nc2c(-c3ccccc3)cnn2c(N)c1-c1ccccc1	-18.5	-18.1	-131.5	.	40.9	4.4	-1.1
C[C@@H]1CN([C@H](C)CO)C(=O)c2cccc(NS(=O)(=O)c3cn(C)cn3)c2O[C@@H]1CN(C)Cc1ccc(Cl)c(Cl)c1	15.4	-2.5	-3.3	-0.4[16.7 µM]	15.8	.	-0.9
COc1cc(OC)c(OC)cc1CNCCNC(=O)c1ccco1	10.6	2.6	-12.2	0.9	-0.8	6.9	-0.7
OC[C@@H]1CN(Cc2ccc3c(c2)OCO3)C[C@H](n2cnc3c(NCc4ccncc4)ncnc32)O1	.	2.1	2.8	-0.2	3.0	2.0	-6.3
O=C(Nc1ccc(C(=O)N2CCN(c3ccc(Cl)cc3)CC2)cc1)C1=CSCCO1	23.8	3.3	-9.6	-3.0	0.3	2.7	2.6
Cc1cccc(N2C(=O)CC(Sc3ccccc3C(=O)O)C2=O)c1 (stereo not drawn)	22.4	.	25.7	-0.3	.	-9.3	.
COc1ccc(S(=O)(=O)N(C)C[C@H]2Oc3ccc(NC(=O)C4CC4)cc3CC(=O)N([C@H](C)CO)C[C@@H]2C)cc1	13.2	0.1	.	8.5[16.7 µM]	-8.7	.	1.0
Cc1csc2nc(COC(=O)c3cccc(N(C)C)c3)cc(=O)n12	36.7	4.8	-92.7	-4.7	-87.6	-4.6	0.3
CC(C)OC(=O)CSc1nc2cccnc2n1-c1ccc(F)cc1	.	.	-15.8	0.0	.	-0.6	.
COC(=O)c1sc(S(=O)(=O)Nc2ccc(Br)cc2)c(C(=O)OC)c1C	-39.5	-1.9	17.4	58.6	11.9	-8.4	-3.3
CCCCC(=O)NC(=S)Nc1cccc(Cl)c1N1CCCCC1	.	.	8.9	-3.0	22.1	-6.2	?
CCCCCN1C=CC(=C2C(=O)c3ccccc3C2=O)C=C1	29.5	-3.7	99.2*	6.2	90.9*	-5.8	8.0
CCOC(=O)NC(Nc1nc2ccccc2s1)(C(=O)OCC)C(F)(F)F (stereo not drawn)	-19.7	.	.	35.3	.	5.6	.
COC(=O)[C@@H](NC(=O)Nc1cc(Cl)ccc1C)C(C)C	-3.2	.	.	-3.9	.	-11.3	.
O=C(Cc1cccc(NC(=O)C2CCCN(C(=O)C3CCCCC3)C2)c1)Nc1cccc(C(=O)N2CCCC2)c1 (stereo not drawn)	-30.8	1.1	1.8	-18.1	-1.9	-15.2	8.0
N#CCc1ccc(-c2cccc3nccn23)cc1	.	-0.8	-2.3	3.8	2.3	-9.0	?
C[C@H]1CN([C@@H](C)CO)C(=O)c2cc(-c3cccc(F)c3)cnc2O[C@@H]1CN(C)C(=O)c1cccc(F)c1	-11.9	-2.5	14.5	-2.7[16.7 µM]	0.8	-1.2	26.3
Clc1ccc(OCCCCN2CCc3ccccc3C2)cc1	-18.5	.	1.8	.	11.4	-5.3	0.9
Clc1ccc(-c2nnc(N3CCOCC3)o2)cc1	.	1.5	-71.9	-4.2	-65.9	10.7	2.3
CC(=O)N(C)c1cccc(-c2ccc3nnc(C)n3n2)c1	33.5	-0.3	7.7	-3.2	3.8	4.2	1.4
Cc1cc(C)c(C#N)c(OCc2ccc(Cl)nc2)n1	36.3	-1.3	-2.7	4.3	-5.5	12.9	7.0
O=C(Nc1ccc(F)cc1)N1CC(=O)N2[C@H](CO)[C@H](c3ccc(C#Cc4ccc(F)cc4)cc3)[C@H]2C1	-0.5	-1.3	-15.1	.	-4.4	-2.9	?
CC(=O)Nc1ccc(S(=O)(=O)NCc2cn3ccsc3n2)cc1	-1.0	.	.	0.5	.	3.3	.
CC(O)CNCCCOc1cccc(C(F)(F)F)c1 (stereo not drawn)	1.8	-2.1	-0.3	.	-0.1	-2.1	7.3
O=C1CCN(Cc2ccccc2)C(=S)N1	9.0	-6.5	8.0	-5.0	0.0	-6.6	7.0
COCC#Cc1cnc2c(c1)C(=O)N([C@H](C)CO)C[C@H](C)[C@H](CN(C)C(=O)Cc1cccnc1)O2	27.8	-2.5	.	-7.7[16.7 µM]	-14.4	.	-5.0
COc1ccc(-c2c(C)oc3c(CN4CCCCC4C)c(O)ccc3c2=O)cc1OC (stereo not drawn)	6.0	2.7	11.1	-5.1	8.0	.	-1.7
Cc1ccc(CCC(=O)Nc2ncc(Cc3cc(Cl)ccc3Cl)s2)o1	.	-2.1	.	82.5	54.0*	-6.3	-4.9
CN(C)S(=O)(=O)N1CCC(Oc2cccc(C(=O)N3CCCCCCC3)c2)CC1	-15.2	3.1	-4.7	6.1	-1.4	.	-7.3
Cc1ccc(S(=O)(=O)N(C)C)cc1NC(=O)c1cc(S(=O)(=O)N2CCCCC2)ccc1N1CCOCC1	1.6	-1.3	-11.6	-1.1	9.9	0.2	22.7*
COc1ccc(S(=O)(=O)N2CCN(C(C)C(=O)Nc3ccc(C(C)C)cc3)CC2)cc1 (stereo not drawn)	.	1.9	7.6	-3.0	2.6	-1.8	7.1
COCC1CCN(C(=O)c2ccc3oc(CCc4ccccc4)nc3c2)C1 (stereo not drawn)	4.8	2.0	-22.9	.	-37.7	.	3.4
Cc1ccccc1-c1ncc(CN2CCN(C3CCCCC3)C(CCO)C2)cn1 (stereo not drawn)	-30.8	-2.2	-14.0	-6.8	-6.4	-7.7	9.3
C[C@@H]1CN([C@@H](C)CO)S(=O)(=O)c2ccc(-c3cccnc3)cc2O[C@H]1CN(C)C(=O)C1CCC1	5.6	-3.5	.	-1.4[16.7 µM]	-2.5	-2.0	?
O=C(N[C@H]1CC[C@@H](CCn2cc(C3(O)CCCC3)nn2)O[C@H]1CO)C1CCOCC1	1.4	2.3	-9.5	.	-2.3	-7.7	-1.8
O=CN1CCN(C(C(=O)NC2CCCC2)c2cc3c(cc2[N+](=O)[O-])OCO3)CC1 (stereo not drawn)	4.9	-5.4	-5.6	.	-0.4	.	-1.7
CCCN1[C@@H]2c3cccc(=O)n3C[C@@H]2[C@@H](CO)[C@@H]1C(=O)N[C@H](C)c1ccccc1	9.4	4.9	-21.6	.	.	.	-3.3
CN1c2ccc(Br)cc2[C@H]2[C@H](CCN2S(=O)(=O)c2ccccc2)[C@H]1CO	-10.3	1.8	-1.2	10.5[16.7 µM]	-6.5	9.9	-0.5
C[C@H](CO)N1C[C@H](C)[C@H](CN(C)Cc2ccccn2)Oc2ncc(C#CCN(C)C)cc2C1=O	3.4	-1.0	.	-5.0[16.7 µM]	-1.9	-2.2	-10.9
O=C(/C=C/c1ccco1)NC(=S)Nc1cccc([N+](=O)[O-])c1	3.0	.	-19.9	.	10.0	18.0	?
COc1ccc(S(=O)(=O)N(C)C)cc1NC(=O)COC(=O)c1nn(C)c(=O)c2ccccc12	17.2	1.7	6.9	-4.0	0.7	3.6	1.2
CCn1c(SCC(=O)Nc2ccc(F)cc2)nnc1C1CC1	9.7	-2.1	-37.7	3.7	-26.9	-0.6	-2.3
CN1C(=O)c2ccccc2C(C(=O)O)C1c1cccc([N+](=O)[O-])c1 (stereo not drawn)	-6.7	-0.3	2.1	-1.3	1.3	-2.0	-5.3

Full records as entered above. Screens in order: GSIS activator, F508del corr, PAX8 reporter, miR-122 sensor, EWS-Fli inh, FN deposit inh, DENV2 CPE
Listed for COc1ccc(S(=O)(=O)N(C)C)cc1NC(=O)COC(=O)c1nn(C)c(=O)c2ccccc12 → 17.2, 1.7, 6.9, -4.0, 0.7, 3.6, 1.2
Listed for CCn1c(SCC(=O)Nc2ccc(F)cc2)nnc1C1CC1 → 9.7, -2.1, -37.7, 3.7, -26.9, -0.6, -2.3

(list continues)
SMILES	GSIS activator	F508del corr	PAX8 reporter	miR-122 sensor	EWS-Fli inh	FN deposit inh	DENV2 CPE
Cc1noc(C)c1NC(=O)N(C)C[C@H]1Oc2ccc(NC(=O)Cc3ccccc3)cc2C(=O)N([C@H](C)CO)C[C@@H]1C	9.3&3.0	0.0&0.6	-33.0&-3.5	-3.2[16.7 µM]	-3.9	-15.6	?
Cc1cc(=O)cc(C)n1-c1ccccc1Br	3.7	-2.3	2.1	-4.0	8.2	4.2	-1.8
COc1ccccc1C(=O)COC(=O)c1ccc(N(C)C)cc1	2.3	-0.5	-153.6	.	-7.2	-5.6	9.4
C[C@@H]1CN([C@H](C)CO)C(=O)Cc2cc(NS(C)(=O)=O)ccc2O[C@@H]1CN(C)S(=O)(=O)c1ccc(Cl)cc1	3.3	0.9	-6.6	-3.0[16.7 µM]	-7.9	.	13.0
Cc1ccc(Cc2c(-c3ccccc3)nc3cc(C)c(Br)c(C)n23)cc1	9.8	3.9	25.3	10.3	-0.8	-11.3	17.0
COc1ccccc1CN1C[C@@H]2C[C@@H](c3cccc(O)c3)N3CCC[C@@]23C1=O	.	0.5	3.1	.	-9.9	.	8.3
